# Screening results deposited in PubChem BioAssay by several laboratories.
# AI-2 QS modul: modulates the Vibrio harveyi AI-2 quorum sensing system. activity change, % at 7.5 µM. hit rate 0.4% among 300,000. Vibrio harveyi JMH597 AI-2 luminescence/OD600 ratio, 9 h; hits give low values; strain lacks LuxN and CqsS sensors; 0 = neutral-control median. AID 2094; in the data active = activity change below about -75%, passing the limit was not always enough; inconclusive = no clear call, values can overlap the other calls;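 also: luminescence divided by OD600 gain over 9 h not by final OD600 alone; inactives centre near 13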
# aSyn 5UTR inh: 5' untranslated region of α-synuclein, MLPCN primary screen; alpha-synuclein 5'UTR reporter, inhibitor activity; inhibition, % (tested at 7.5 µM); hit rate 0.82% among 300,000; in the data active = inhibition above about 60%; inconclusive = no clear call, values can overlap the other calls;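 also: H4 neuroglioblastoma cells stably carrying SNCA 5'UTR luciferase fusion; 0% = DMSO wells and 100% = positive control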
# HIF act: HIF pathway transcriptional activation. U2OS HRE-luciferase reporter, luminescence; normalized: DMSO 0%, desferrioxamine 100%. activation, % at 7.5 µM (by protocol). hit rate 0.32% among 300,000. AID 1910;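 active = mean activation of at least 10% of the iron chelator positive control signal, with at least half of replicates also reaching 10%; inconclusive = mean and replicate majority disagree about reaching 10%; inactive = mean and most replicates under 10%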
# HSP90 inh: inhibitors of HSP90 luciferase refolding in rabbit reticulocyte lysate; luciferase refolding luminescence, 3 h; inhibition, % at 5.6 µM; AID 1789; hit rate 0.91% among 290,000;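 active = inhibition above the screen-wide mean plus 3 SD, computed separately per campaign, cut at about 16% in these data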;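 also: 0% = DMSO wells and 100% = 60 µM geldanamycin wells; inhibitors lower the luminescence because luciferase stays unfolded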
# HSF1 inh: HSF1 inhibition. NIH3T3-HGL HSE-luciferase, MG132-induced, luminescence 8 h; hits give low values. activity change, negative = inhibition, % at 7.5 µM (by protocol). hit rate 0.77% among 300,000. AID 2098;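 active = more than half of replicate wells show activity change below -50%, luminescence cut by over half; inconclusive = some wells, but at most half, below -50%; inactive = no replicate well below -50%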;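 also: luciferase reports HSF-1 transcriptional activity via heat shock element; 0% = median of DMSO wells and -100% = zero luminescence signal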
# IEC-6 cytotox: counter-screen for KLF5 inhibitors: cytotoxicity in IEC-6 cells. IEC-6 cytotoxicity, luminescence viability. inhibition, % at 5 µM. hit rate 0.78% among 290,000; in the data active = inhibition above about 22%;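 also: 0% = plate median of test compound wells and 100% = cytotoxic reference compound wells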
# Platelet DG rel: modulates dense granule release in human platelets | human platelet-rich plasma, SFLLRN dense granule ATP release, luminescence | inhibition, %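 (compounds screened at 7.5 µM in platelet-rich plasma)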 | hit rate 0.22% among 300,000 | AID 1663;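 active = mean replicate score, as percent of positive control, at or above 50; inconclusive = mean below 50 but at least one replicate at or above 50; inactive = mean and every replicate below 50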
# HDAC3 inh: inhibitors of human histone deacetylase 3; inhibition, % at 8.3 µM; hit rate 0.15% among 320,000; recombinant HDAC3, fluorogenic peptide/trypsin coupled, fluorescence; AID 2718; in the data active = inhibition above about 26%, passing the limit was not always enough; inconclusive = no clear call, values can overlap the other calls
# Target sequence (O15379 whole entry, looked up): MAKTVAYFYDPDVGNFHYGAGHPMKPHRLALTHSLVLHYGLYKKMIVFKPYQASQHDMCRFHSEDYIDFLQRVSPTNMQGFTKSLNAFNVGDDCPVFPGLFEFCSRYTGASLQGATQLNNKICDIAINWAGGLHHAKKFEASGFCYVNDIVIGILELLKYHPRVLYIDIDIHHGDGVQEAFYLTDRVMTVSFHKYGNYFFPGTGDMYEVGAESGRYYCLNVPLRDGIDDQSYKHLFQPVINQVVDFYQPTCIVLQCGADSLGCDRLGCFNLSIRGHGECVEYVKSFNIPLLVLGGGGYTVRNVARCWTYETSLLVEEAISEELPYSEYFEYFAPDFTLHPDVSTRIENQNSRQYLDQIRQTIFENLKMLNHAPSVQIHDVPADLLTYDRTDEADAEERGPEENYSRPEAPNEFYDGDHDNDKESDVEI
# KLF5 inh: inhibitors of KLF5 expression. DLD-1 KLF5 promoter-luciferase reporter, luminescence. inhibition, % at 5 µM. hit rate 0.23% among 290,000. AID 1700;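 active = inhibition above a per-plate limit of that plate's mean compound inhibition plus 3 SD, cut at about 60% in these data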;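 also: 0% = DMSO wells and 100% = LY294002 at 200 µM; higher means less KLF5 promoter-driven luciferase light; inactives centre near -14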
# HSF1 activator: increases HSF-1 driven luciferase reporter signal | NIH3T3-HGL HSF-1 luciferase reporter, MG132, 8 h; 100% = twice DMSO control signal | activation, % at 9 µM | hit rate 1.7% among 300,000;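 active = mean replicate activation of at least 50% with a set share of replicates each reaching 50%; inconclusive = only one of those two conditions met; inactive = mean below 50% and too few replicates reaching it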;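 also: 0% = median of the neutral control wells and 100% = twice that signal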
# The depositor's hits bear a star; ? = inconclusive; / = no result given.
SMILES,AI-2 QS modul,aSyn 5UTR inh,HIF act,HSP90 inh,HSF1 inh,IEC-6 cytotox,Platelet DG rel,HDAC3 inh,KLF5 inh,HSF1 activator
O=C(Nc1ccc(NC(=O)c2ccccc2)nc1)c1ccncc1,7.5,-81.2,0.7,0.3,3.6,-9.2,-1.9,0.0,-39.6,6.9
COc1ccc(-c2cc3ncc(C(C)=O)c(C)n3n2)cc1,3.3,-137.2,5.3,-2.5,2.1,5.7,-8.9,1.9,-21.3,-7.1
CCOc1ccc(NCc2cccn2-c2nnc(N3CCC(C(=O)NCCCN4CCCCC4C)CC3)s2)cc1 (stereo not drawn),9.4,-26.9,0.7,2.8,-8.5,3.1,-12.2,5.6,-22.0,-11.6
COc1ccccc1/C=C/C=N/n1c(-c2ccccn2)n[nH]c1=S,22.0,-100.2,1.2,-4.7,11.1,-5.4,0.3,0.9,-16.1,40.6
N#CC(C#N)=c1ccc2c(c1)N1C(c3ccccc3)=CC(c3ccccc3)C3CCCCC31N=2 (stereo not drawn),29.6,-2.9,-0.3,5.2,-3.2,-5.2,9.7,-4.9,-14.1,-8.1
CCCCOc1ccc(CN=C(N)N)cc1Cl,29.3,14.5,-0.5,-2.0,-4.5,8.1,12.7,2.2,-14.8,-4.1
CCOc1ccccc1N1CCN(C(=O)c2ccc3c(c2)OCO3)CC1,13.3,11.1,-0.4,4.0,4.2,6.3,-1.2,2.3,-25.0,-18.1
Clc1ccc(-c2cc(COc3ccc4ccccc4c3)no2)cc1,0.7,-4.6,-0.1,2.3,-3.7,-2.0,-2.1,1.2,-35.6,1.3
O=C(COC(=O)/C=C/c1cccc([N+](=O)[O-])c1)NCCCN1CCCC1=O,22.6,-31.1,-0.5,2.9,1.6,0.7,-7.6,3.2,-5.2,25.3
CCOC(=O)c1sc(/N=C/c2c(O)ccc3ccccc23)cc1C,24.7,-72.6,1.0,3.6,-14.2,-1.2,-35.8,10.6,2.5,-6.4
COc1cc(C(=O)Nc2ccc(C(=O)c3cccs3)cc2)cc(OC)c1OC,17.1,13.5,-0.1,0.4,1.0,6.4,-3.0,-1.1,4.2,10.8
O=C(NNC(=S)NC1CC2C=CC1C2)c1cccnc1 (stereo not drawn),14.2,-13.0,-0.2,-0.2,0.2,-1.8,7.0,0.0,-18.1,-6.2
Cc1ccc2nc3sc(C(=O)N4CCCc5ccccc54)c(N)c3cc2c1,12.5,-157.7,1.5,3.3,7.8,6.9,1.7,14.1,-1.5,29.4
CC(=O)c1ccc(S(=O)(=O)Nc2ccc(C(=O)NCC(c3cccs3)N3CCOCC3)cc2)cc1 (stereo not drawn),-12.5,-26.0,0.6,/,0.4,/,-4.6,-1.3,/,4.4
CSc1nc(C)c(Cc2ccccc2)c(=O)[nH]1,3.8,18.3,0.0,-2.1,-6.2,-8.7,-0.7,-1.7,-1.9,14.4
CC(c1nnc(SCC(=O)Nc2cccnc2Cl)n1-c1ccccc1)N(C)C (stereo not drawn),31.0,8.8,-0.1,-5.0,5.5,-5.5,-4.8,-2.1,-16.9,26.6
O=C(O)COc1ccc(-c2nccc(-c3cccs3)n2)cc1,11.9,-7.7,-0.1,3.8,-4.7,-4.5,-2.9,3.2,6.5,22.1
O=C(CNC(=S)N(Cc1ccccc1)Cc1cccnc1)NC1CCCCC1,15.4,26.1,-0.5,1.8,3.2,-0.6,-9.6,2.8,10.6,14.2
COc1cc(C(=O)NCCSc2ccc(Br)cc2)cc(OC)c1OC,14.3,-30.8,-0.1,-0.4,18.6,3.4,-10.8,9.5,14.4,14.1
CCOc1ccc(N(CC(=O)NCc2ccc(C)cc2)S(=O)(=O)c2c(C)[nH]c(=O)[nH]c2=O)cc1,4.4,0.4,-0.1,4.2,-1.5,12.3,4.1,-2.9,-16.2,-3.5
O=C(Nc1ccccc1Oc1ccccc1)c1cccs1,3.9,3.3,1.9,4.0,5.2,-0.4,8.7,-0.2,1.7,5.6
Cc1noc(/C=C/c2cccs2)c1S(=O)(=O)N1CCC(C(=O)NCCCN2CCC(C)CC2)CC1,-21.5,-7.7,-0.2,-3.3,-1.2,-1.1,1.0,9.5,1.4,-7.5
Cc1[nH]nc2c1C(c1cn[nH]c1-c1ccc(F)cc1)C(C#N)=C(N)O2 (stereo not drawn),25.7,-6.4,-0.1,0.5,3.0,-3.1,-0.6,-1.9,14.9,0.8
COc1cc(/C=C2\C(=N)N3N=C(C)SC3=NC2=O)cc(OC)c1OCCOc1ccccc1C,11.2,-25.6,-24.3,-1.6,1.8,-4.0,-7.3,-1.6,-35.7,-6.2
COC(=O)c1cc(COc2ccc3c(c2)oc(=O)c2ccccc23)c(C)o1,15.9,-27.0,-0.1,-3.7,-3.5,1.0,-10.9,-10.7,-11.1,12.2
CCOC(=O)CCc1c(C)nc2cc(-c3ccc(Cl)cc3)[nH]n2c1=O,-1.6,-57.1,1.0,3.6,5.8,-1.6,-1.2,-1.0,-24.5,20.6
CCc1ccc(NC(=O)C2CCN(S(=O)(=O)c3c(C)noc3/C=C/N(C)C)CC2)cc1,13.4,0.8,-0.3,-1.9,-5.3,7.5,-1.3,2.1,-4.0,7.1
CC(=O)Nc1ccc(NC(=O)C(C)OC(=O)/C=C/c2cccs2)cc1 (stereo not drawn),14.1,-11.3,0.0,2.7,-5.1,4.6,0.5,2.6,15.7,2.9
CCOC(=O)C1Cc2cc3c(cc2C1=O)CC(C(=O)OCC)C3=O (stereo not drawn),27.3,-22.6,0.0,-3.0,3.4,-3.7,7.8,/,-14.5,12.4
N#C/C(=C\c1c(N2CCCCCC2)nc2ccccn2c1=O)C(N)=O,16.6,12.4,-1.7,0.3,-13.4,-9.4,-4.7,4.8,12.6,-3.5
COc1ccc(C(=O)Nc2cccnc2)cc1S(=O)(=O)N1CCOCC1,8.1,-21.9,-0.9,1.4,-2.7,-1.8,-3.3,0.5,-29.6,-7.5
COc1ccc(CN2CCC(C(=O)c3ccc(Cl)cc3)CC2)cc1,5.5,8.5,1.4,-2.7,-2.9,-3.1,10.4,-1.8,-15.6,-10.1
COC(=O)N/N=C(C)/C=C/c1ccccc1,15.3,-29.4,0.7,-0.3,4.5,0.7,-1.5,5.2,-40.5,9.6
S=c1[nH]nc(C2(c3ccccc3)CCCC2)o1,25.5,-26.5,-0.6,-2.0,1.9,-1.0,-1.4,-7.9,0.1,-3.9
CCOC(=O)C1=NN(c2cccc(Cl)c2)C2=NC(C)=C(C(=O)OC)C(c3cccs3)N12 (stereo not drawn),9.4,8.7,-0.4,5.5,24.4,-0.7,-5.7,0.5,-20.9,33.4
O=S(=O)(NCc1ccco1)c1ccc2c(c1)Cc1ccccc1-2,25.6,-49.7,1.2,2.8,17.7,1.8,2.8,7.2,-31.7,10.3
COc1ccc(/C=C(\C#N)C(=O)OCC(=O)NC2CC2)cc1,-3.7,11.4,-0.4,5.6,-1.8,-1.4,-3.7,-11.2,6.6,-5.0
CCC(=O)Nc1c(-c2ccccc2Cl)c(=O)c2ccccc2n1C,14.0,-7.3,-17.5,-0.8,-7.1,0.4,-5.4,1.0,-27.9,2.9
O=C(O)C1CC=CCC1C(=O)NCCc1cccc(Cl)c1 (stereo not drawn),23.1,6.9,-0.4,0.0,0.4,-2.7,0.3,1.5,-2.1,-2.6
O=C(Nc1cccc(Br)c1)c1ccc(Cl)c(S(=O)(=O)N2CCOCC2)c1,12.5,-42.9,/,-1.2,0.0,0.2,-6.6,0.6,-28.3,1.1
CCc1cccc(C)c1NC(=O)CO/N=C(\N)CC(=O)NC1CCCCC1,-1.1,10.1,1.4,-4.8,-3.0,-1.5,-3.6,3.1,-0.1,6.6
O=C(c1ccccn1)N1CCN(C(=O)c2ccccn2)CC1,18.8,-14.0,-0.3,-1.5,-4.0,-5.2,3.6,0.5,1.4,-3.0
O=C(NNC(=S)NCc1ccc(Cl)cc1)c1ccc2c(c1)OCO2,-0.6,/,/,-1.5,/,-4.0,-5.3,-1.7,-12.3,/
Cc1ccc(S(=O)(=O)N2CCN(C(=O)Cc3ccsc3)CC2)c(C)c1,8.1,9.9,-0.1,-0.4,-7.3,2.0,-1.6,-0.3,-0.9,-20.2
CCCc1nc2ccccc2c(=O)n1CC(=O)c1ccccc1,9.3,-8.0,0.0,-0.9,8.7,-7.5,9.5,5.6,-31.0,4.9
CC(C)(C)c1ccc(-c2noc(-c3ccc4c(c3)CCO4)n2)cc1,29.1,-156.8,3.3,-4.6,-28.2,3.7,-13.3,0.9,-59.6,-32.3
Cc1cc(C)c[n+](-c2nc3ccccc3nc2[N-]S(=O)(=O)c2ccc(Br)s2)c1,33.6,12.4,-0.3,1.9,-3.8,6.6,-4.3,-1.4,-1.3,19.1
O=C(Nc1ccccc1C(=O)O)c1ccc(Cl)c(S(=O)(=O)N2CCOCC2)c1,11.3,-13.0,-0.1,0.5,-28.9,6.7,5.2,-14.6,-38.5,-31.6
COc1cc(/C=C/C(=O)c2ccc3c(c2)OCCO3)cc(OC)c1OC,4.3,-52.2,-7.0,5.5,146.7,1.4,-0.3,0.7,-5.7,190.2*
CCN(CC)CCNC(=O)C1CCN(S(=O)(=O)N2CCCCC2)CC1,9.7,26.3,-0.5,-1.2,-8.7,5.4,3.5,-3.9,-12.2,-13.4
# More entries:
SMILES,AI-2 QS modul,aSyn 5UTR inh,HIF act,HSP90 inh,HSF1 inh,IEC-6 cytotox,Platelet DG rel,HDAC3 inh,KLF5 inh,HSF1 activator
O=C(Nc1ncc(Cc2ccc(C(F)(F)F)cc2)s1)c1ccc(-c2cccc([N+](=O)[O-])c2)o1,3.7,28.8,-0.4,0.4,-4.1,2.0,-0.3,13.5,-24.2,-0.1
COc1cc(C(F)(F)F)nc2ccc(C#CCOC(=O)Nc3ccccc3)cc12,39.7,-18.9,0.1,1.3,-0.9,4.7,-24.4,6.4,5.2,4.9
Cc1ncoc1C(=O)N1CCCC(C(=O)Nc2cccc(-c3ccc(F)cc3)c2)C1 (stereo not drawn),-2.3,11.9,0.1,2.1,29.9,6.0,-8.1,0.8,-27.0,45.3
O=C(Cc1ccc(S(=O)(=O)N2CCOCC2)s1)NCC1CCCCC1,31.2,0.3,1.7,0.2,-5.8,7.1,-0.4,-7.6,5.4,7.0
CC(=O)Nc1ccc(NC(=O)C(C)OC(=O)CCN=C2NS(=O)(=O)c3ccccc32)cc1 (stereo not drawn),15.6,-2.9,-0.3,2.2,-8.6,0.5,42.5,-4.8,-37.1,-10.1
COc1ccc(OCCNC(=O)CCCO)cc1,21.0,-4.7,-0.3,2.0,-0.4,-0.6,6.7,/,-12.7,-2.4
O=C(CN1C(=O)c2ccccc2C1=O)Nc1ccc(S(=O)(=O)N2CCOCC2)cc1,-96.9*,-43.1,0.7,-1.8,0.8,0.5,3.6,2.1,-38.7,6.4
N/C(=N\OC(=O)/C=C/c1ccccc1)c1ccc(Cl)cc1,29.6,-14.1,-0.1,-0.1,11.8,5.1,-2.0,-1.0,-38.4,32.4
Cn1cccc1C(=O)NC(=O)CSc1nc2ccccc2s1,23.3,1.0,0.5,0.2,12.9,-0.1,0.4,4.1,9.8,?

# This is a random part of the collection; overall some 5% were active at least once.
